Compound activity (PubChem BioAssay)
KinaseGlo FLuc: Counterscreen for Luciferase (Kinase-Glo TM) Inhibition. Luciferin 4-monooxygenase (Photuris pensylvanica), Q27757. Kinase-Glo luciferase, ATP luminescence, 8 min. Potency, µM (highest dose often 38.3 µM), without a hit: at the highest dose activity change, negative = inhibition, actives largely listed as inhibitors. 200,000 compounds, 0.28% hits. AID 1379, 2008; further: potency means the concentration at half of the fitted maximal effect; on the % scale 0 is the no-effect control and ±100 the full control effect; nearly all actives have a fitted effect of over 60% in size
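Luminescence was the read-out, taken after 8-minute incubation at ambient temperature. Luciferase turned over luciferin with 10 uM ATP in imidazole pH 7.2 buffer containing KCl, MgCl2, Tween 20 and BSA.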
IMPase Li cell: qHTS Assay for Identifying the Cell-Membrane Permeable IMPase Inhibitors: Potentiation with Lithium. CHO-M1 cells, IP1 TR-FRET (IP-One), carbachol + lithium. Potency, µM (top dose mostly 59.4 µM), for inactives: at the highest dose activity, negative = IMPase inhibition, hits mostly inhibitors. 210,000 compounds, 0.35% hits. AID 1457, 2008;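 further: IP1 builds up when IMPase is blocked and the TR-FRET signal falls; potency means the concentration at half of the fitted maximal effect; plate controls were basal vehicle for no effect and high inhibitor control for full effect; nearly all actives have a fitted effect of over 50% in size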
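Readout is a homogeneous TR-FRET IP1 immunoassay (Ex 320, Em 665 and 620), where raised cytosolic IP1 lowers signal. Cells were CHO-M1 treated 30 min at 37C with test compounds plus a little lithium; AC50 values came from Hill-equation fitting.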
NPSR antag: qHTS Assay for Antagonists of the Neuropeptide S Receptor: cAMP Signal Transduction | Q6W5P4 | CHO-NPSR cells, cAMP TR-FRET, antagonist mode | Potency, µM (titrated, usually from 38.3 µM), inactives show at the top dose activity change, negative = inhibition, hits mostly inhibitors | 220,000 compounds, 1% hits | AID 1461, 2008; further: potency means the concentration at half of the fitted maximal effect; on the % scale 0 is the no-effect control and ±100 the full control effect; nearly all actives have a fitted effect of over 50% in size; many of its hits are not listed in these tables
HttQ103 aggreg: qHTS Multiplex Assay to Identify Dual Action Probes in a Cell Model of Huntington: Aggregate Formation (GFP) | PC12 HttQ103-GFP aggregates, Acumen cytometry, 40 h | Potency, µM (series often up to 46.1 µM), without a hit: top-dose activity change, negative = inhibition, most hits filed as inhibitors | 220,000 compounds, 1.1% hits; further: potency means the concentration at half of the fitted maximal effect; on the % scale 0 is the no-effect control and ±100 the full control effect; nearly all actives have a fitted effect of over 60% in size
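Multiplexed with ATP-based cell death, this channel scores GFP aggregates in PC12 cells expressing inducible HTTex1-Q103-GFP. Induction used 100 nM tebufenozide; compounds were tested in concentration series.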
Epigenetic reg: Quantitative High-Throughput Screen for Regulators of Epigenetic Control; murine LDR cells, GFP reporter derepression, 30 h; Potency, µM (highest dose often 53.9 µM), for inactives: at the highest dose GFP activation, hits mostly activators; 280,000 compounds, 0.2% hits; further: potency means the concentration at half of the fitted maximal effect; % of control where 0% means no effect; nearly all actives have a fitted effect of over 60% in size
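GFP-positive cell count by laser-scanning cytometry (objects 20–120 um) after 30 h, 37 C compound exposure of murine LDR cells; reporter is CMV-GFP integrated at a silenced locus, inducible by HDAC or DNMT inhibitors.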
CBFb RUNX1 block: qHTS Assay for Compounds Blocking the Interaction Between CBF-beta and RUNX1 for the Treatment of Acute Myeloid Leukemia; AID 1477, 2009; AlphaScreen CBFb-His/RUNX1-biotin binding, biochemical; Runt-related transcription factor 1 (Homo sapiens) + Core-binding factor subunit beta …; 230,000 tested, under 10 active; Potency, µM (highest dose often 59.8 µM), for inactives: at the top dose activity, negative = inhibition, usual class: inhibitors; further: % of control where 0% means no effect
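Room-temperature protein-protein interaction test with 30 nM each of His-tagged CBF-beta and biotinylated RUNX1, 15 min with compound, then 90 min with nickel plus streptavidin beads. Signal read in AlphaScreen mode.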
L3MBTL1 inh: qHTS Assay for the Inhibitors of L3MBTL1; Potency, µM (top dose mostly 57.1 µM), inactives show at the highest dose activity, negative = inhibition, actives largely listed as inhibitors; AlphaScreen L3MBTL1–H3K9me1 peptide binding; AID 485360, 2010; Lethal(3)malignant brain tumor-like protein 1 (Homo sapiens), Q9Y468; 230,000 compounds, 0.66% hits; further: potency means the concentration at half of the fitted maximal effect; on the % scale 0 is the no-effect control and ±100 the full control effect; nearly all actives have a fitted effect of over 60% in size
Target sequence (Q9Y468 whole entry, looked up): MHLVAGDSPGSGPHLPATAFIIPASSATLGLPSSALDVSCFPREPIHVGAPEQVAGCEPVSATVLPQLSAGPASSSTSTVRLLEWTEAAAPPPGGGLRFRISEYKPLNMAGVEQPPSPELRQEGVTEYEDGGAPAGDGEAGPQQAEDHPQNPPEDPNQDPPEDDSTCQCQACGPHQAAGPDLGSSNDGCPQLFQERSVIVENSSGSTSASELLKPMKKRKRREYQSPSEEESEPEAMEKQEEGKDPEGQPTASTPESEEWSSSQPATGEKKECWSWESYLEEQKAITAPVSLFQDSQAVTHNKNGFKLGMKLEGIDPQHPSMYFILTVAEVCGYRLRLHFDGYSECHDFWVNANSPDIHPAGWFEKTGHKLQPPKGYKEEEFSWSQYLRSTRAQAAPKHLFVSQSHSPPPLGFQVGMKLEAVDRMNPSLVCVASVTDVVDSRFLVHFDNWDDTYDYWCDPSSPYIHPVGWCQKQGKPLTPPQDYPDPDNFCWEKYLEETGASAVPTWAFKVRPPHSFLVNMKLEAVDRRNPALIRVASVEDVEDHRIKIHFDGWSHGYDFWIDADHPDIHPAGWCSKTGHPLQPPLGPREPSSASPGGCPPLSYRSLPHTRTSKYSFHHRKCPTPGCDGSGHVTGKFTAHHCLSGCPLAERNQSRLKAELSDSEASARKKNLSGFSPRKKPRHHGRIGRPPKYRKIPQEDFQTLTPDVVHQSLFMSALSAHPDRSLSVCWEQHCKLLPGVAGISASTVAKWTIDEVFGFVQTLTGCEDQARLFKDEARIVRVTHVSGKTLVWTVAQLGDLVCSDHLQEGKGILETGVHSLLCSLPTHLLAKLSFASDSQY
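Read-out is AlphaScreen signal from streptavidin donor and nickel chelate acceptor beads (10 ug/mL final each) bridging L3MBTL1 (50 nM) and biotinylated K9-monomethylated H3(1-15) peptide (75 nM), after 30 min compound exposure at room temperature.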
Numbers without * were called inactive; ? = inconclusive; · = not tested or not shown; & = joins results of further samples; [ ] = another dose, or the depositor's remark. The call rests on the fitted dose curve; in most records, active means well fitted curve in the direction sought with a large enough effect; inconclusive means small, poorly fitted or top-dose-only effect, or another doubt; inactive means no such curve, though single readings can be large; an effect the other way counts as inactive or inconclusive. A portion of the library (hit frequency here may not be typical).

Start of the data: the first two compounds, to show the layout:
SMILES	KinaseGlo FLuc	IMPase Li cell	NPSR antag	HttQ103 aggreg	Epigenetic reg	CBFb RUNX1 block	L3MBTL1 inh
NC(N)=N/N=C/c1cc([N+](=O)[O-])ccc1O	4%	9%	-20%	4%	-2.2%	5%	-3%
COc1ccc(NS(=O)(=O)c2cc(NC(=O)c3ccc(C)o3)ccc2N2CCCCC2)cc1	-2%	7%	-16%	3%	-0.9%	-8%	-10%

This part in full, repeating the preview:
SMILES	KinaseGlo FLuc	IMPase Li cell	NPSR antag	HttQ103 aggreg	Epigenetic reg	CBFb RUNX1 block	L3MBTL1 inh
NC(N)=N/N=C/c1cc([N+](=O)[O-])ccc1O	4%	9%	-20%	4%	-2.2%	5%	-3%
COc1ccc(NS(=O)(=O)c2cc(NC(=O)c3ccc(C)o3)ccc2N2CCCCC2)cc1	-2%	7%	-16%	3%	-0.9%	-8%	-10%
CCOC(=O)Cc1ccc(NC(=O)c2ccc(C(C)(C)C)cc2)cc1	-2%	32%[38.3 µM]	-24%[46.1 µM]	-16%	0.1%	11%	·
Cc1nc2ccccc2c(=O)n1N(c1ccccc1)c1ccccc1	-3%	13%	-42%	13%	-0.4%	-4%	-5%
Oc1ccc2ccccc2c1N=Nc1ccc(F)cc1	·	·	2%&4%	-6%&-9%[9.22 µM]	-1.1%&0.9%	?	?
CC(C)OC(=O)/C(=C\c1ccc2c(c1)c1ccccc1n2C)NC(=O)c1ccccc1	-1%	2%[38.3 µM]	-23%[46.1 µM]	4%	0.5%	-2%	0%
CC(C)(C)NC(=O)NC(=O)COC(=O)Cn1cnc2ccccc2c1=O	7%	1%	4%	4%	-0.4%	-9%	-2%
O=S(=O)(Nc1nc2ccccc2nc1Cl)c1ccc2ccccc2c1	5%	?	-13%	-10%	-1.9%	12%	0%
COc1cc(OC)c(C(=O)CCCN2CCCC2)c(OC)c1	1%	5%&1%	12%	-23%	1.1%	11%	?
CCOC(=O)c1c(NC(=S)NCC2CCCO2)sc(C)c1C (configuration not stated)	1%	-8%	-28%	4%	1.4%	-3%	·
O=C1OC2(CCCCC2)OC(=O)C1=CNc1nccs1	0%	9%[38.3 µM]	10%[46.1 µM]	2%	-0.2%	0%	10%
Cc1nc2ccccn2c1/C(O)=C1\C(=O)C(=O)N(CCCn2ccnc2)C1c1ccncc1 (configuration not stated)	-4%	?	1%[46.1 µM]	3%	-1.2%	3%	?
CCc1ccc(NC(=O)c2cc(-c3cccs3)on2)cc1	-3%	-5%	-2%	-13%	0.1%&-1.8%	1%	·
Cc1ccccc1-n1c(SC(C)C(=O)N2CCN(C)CC2)nc2ccccc2c1=O (configuration not stated)	-5%	-6%[38.3 µM]	7%[46.1 µM]	28%	-2.3%	1%	2%
COc1cc(/C=N/N(C)S(=O)(=O)c2ccc(C)cc2)cc([N+](=O)[O-])c1O	·	·	-7%	-37%[9.22 µM]	0.0%	-5%	·
Cc1cccc(C)c1NC(=S)N(CCN(C)C)Cc1cccs1	-1%	1%	-6%	-7%	-0.9%	-5%	·
CCO[C@H]1OC(C(=O)NC2CC2)=C[C@@H](c2ccc3c(c2)OCO3)[C@@H]1CCCO	·	5%	-14%	3%[9.22 µM]	-0.5%	17%	-1%
Cc1ccc(C2=Nc3ccccc3N=C(C(Cl)Cl)C2)cc1	?	9%	-47%	8%	-1.2%	-6%	·
CCN(CC)CCN1C(=O)C(O)=C(C(=O)c2cc3cccc(OC)c3o2)C1c1ccc(F)cc1 (configuration not stated)	·	·	16%	-16%[9.22 µM]	4.7%	-3%	-5%
Cc1sc2nc3ccc(NCc4ccco4)nn3c(=O)c2c1C	0%	-14%[38.3 µM]	-16%[46.1 µM]	4%	-1.1%	7%	5%
CN(C)CCCNC(=O)CCc1ncc(C(F)(F)F)cc1Cl	-3%	21%	6%	6%	0.2%	-5%	-6%
O=C(NC1C=CS(=O)(=O)C1)c1sc2ccccc2c1Cl (configuration not stated)	5%	-8%[38.3 µM]	2%[46.1 µM]	-30%	-1.1%	5%	3%
COc1ccccc1-c1noc(-c2cc(OC)c(OC)c(OC)c2)n1	3%	6%	1%[46.1 µM]	11%	0.9%	3%	-3%
CCC(C(=O)Nc1ccccc1OC)n1c(C(=O)OC)cc2ccsc21 (configuration not stated)	-2%	15%[38.3 µM]	?	0%	0.0%	14%	-1%

No new results follow: 4 of the compounds above.
SMILES	KinaseGlo FLuc	IMPase Li cell	NPSR antag	HttQ103 aggreg	Epigenetic reg	CBFb RUNX1 block	L3MBTL1 inh
NC(N)=N/N=C/c1cc([N+](=O)[O-])ccc1O	4%	9%	-20%	4%	-2.2%	5%	-3%
COc1ccc(NS(=O)(=O)c2cc(NC(=O)c3ccc(C)o3)ccc2N2CCCCC2)cc1	-2%	7%	-16%	3%	-0.9%	-8%	-10%
CCOC(=O)Cc1ccc(NC(=O)c2ccc(C(C)(C)C)cc2)cc1	-2%	32%[38.3 µM]	-24%[46.1 µM]	-16%	0.1%	11%	·
Cc1nc2ccccc2c(=O)n1N(c1ccccc1)c1ccccc1	-3%	13%	-42%	13%	-0.4%	-4%	-5%

Further records
SMILES	KinaseGlo FLuc	IMPase Li cell	NPSR antag	HttQ103 aggreg	Epigenetic reg	CBFb RUNX1 block	L3MBTL1 inh
CN1CCC(OC(=O)COc2ccc(Cl)cc2Cl)CC1	-2%	16%	-1%	-11%	0.0%	8%	·
COCCn1c(Cc2ccccc2)nnc1SCC(=O)NC(C)C	0%	-2%[38.3 µM]	8%[46.1 µM]	-14%	0.7%	3%	2%
COc1ccccc1C(=O)C1CCCN(C(=O)c2cc(C(C)C)no2)C1 (configuration not stated)	0%	9%	4%	2%[9.22 µM]	7.3%	-1%	-3%
COc1ccc(Cn2nnnc2C(c2ccccc2Cl)N2CCC(C(N)=O)CC2)cc1 (configuration not stated)	0%	-8%[38.3 µM]	-25%[46.1 µM]	1%	-1.1%	3%	1%
c1ccc2c(c1)ccc1nnc(SCc3ccc4c(c3)OCO4)n12	-1%	12%[38.3 µM]	-19%[46.1 µM]	?	-0.2%	-4%	·
CCOC(=O)c1sc(NC(=O)CCN2CC(C)OC(C)C2)c(C(=O)OCC)c1C (configuration not stated)	-1%	1%[38.3 µM]	-10%[46.1 µM]	-2%[9.22 µM]	-6.2%	4%	·
Cc1ccc(OCC(=O)N/N=C/c2ccco2)cc1	-12%	21%[38.3 µM]	6%[46.1 µM]	15%[9.22 µM]	4.9%	8%	·
O=C(COC(=O)c1ccc[nH]c1=O)Nc1ccc2c(c1)OC(F)(F)O2	·	·	-20%	0%[9.22 µM]	1.1%	-6%	-5%
COc1cc2c(cc1NC(=O)c1ccccc1F)CCCC2	-1%	12%	-16%	-12%	-0.9%	?	22%
O=[N+]([O-])c1ccc(/C=N/Nc2nc(N3CCOCC3)nc(N3CCOCC3)n2)cc1	5%	5%	11%	?	-4.8%	3%	-2%
O=S1(=O)N=C(N/N=C/c2ccco2)c2ccccc21	12%	6%	2%	3%	-1.1%	-24%	·
O=C(Nc1ccncc1)c1cn(-c2ccccc2)nc1-c1cccs1	1%	?	?	24%[9.22 µM]	0.0%	0%	·
CCn1c(SCC(=O)c2ccccc2)nc2c(c1=O)SC(C)C2 (configuration not stated)	-2%	25%[38.3 µM]	-24%[46.1 µM]	?	0.0%	23%	-9%
Brc1ccc2ncnc(NCc3cccnc3)c2c1	·	·	48%	1.8µM*	1.5%	2%	-3%
Cc1cccc(CNc2nc(-c3cccc(NS(C)(=O)=O)c3)nc3ccccc23)c1	-1%	1%	·	·	-0.7%	·	·
O=C(NC1=NCCS1)c1cc(-c2cccs2)nc2ccccc12	·	·	4%	-36%[9.22 µM]	0.0%	11%	·
Nc1n[nH]c(N)c1N=Nc1ccc(Cl)cc1Cl	2%	3%	5%	15%	0.9%	-7%	-17%
CCOC(=O)/C(C#N)=C\C1=C(N2CCOCC2)CC(C)(C)OC1	0%	5%	-4%	22%	-2.7%	11%	7%
Cc1nc2ccc(S(=O)(=O)NCC(=O)N3CCN(c4ccccc4)CC3)cc2s1	3%	7%[38.3 µM]	2%[46.1 µM]	-22%	0.0%	-1%	5%
Cc1ccc(Cl)cc1NC(=O)CCCN1C(=O)c2cccnc2C1=O	6%	-9%	7%	16%	-1.6%	-7%	-8%
CC12CCC(=O)N1C(C(=O)OCC(=O)Nc1ccc(S(N)(=O)=O)cc1)CS2 (configuration not stated)	1%	-12%	15%	0%	-3.0%	5%	5%
COc1ccc(S(=O)(=O)NCc2ccc(C(=O)N3CCc4ccccc4C3)cc2)cc1	0%	11%	-2%	-27%	0.0%	3%	2%
CN(Cc1ccccc1)CC(O)COc1ccc(CNCc2ccc(Cl)s2)cc1 (configuration not stated)	-1%	20%	16%	1%[9.22 µM]	-1.0%	2%	-9%
CCOc1cc(C(=O)N/N=C(\C)Cc2ccc(OC)cc2)cc(OCC)c1OCC	1%	-2%	16%	-16%	-3.0%	7%	8%

Three structures already listed, ordered by molar mass, low to high.
SMILES	KinaseGlo FLuc	IMPase Li cell	NPSR antag	HttQ103 aggreg	Epigenetic reg	CBFb RUNX1 block	L3MBTL1 inh
CN1CCC(OC(=O)COc2ccc(Cl)cc2Cl)CC1	-2%	16%	-1%	-11%	0.0%	8%	·
CCn1c(SCC(=O)c2ccccc2)nc2c(c1=O)SC(C)C2 (configuration not stated)	-2%	25%[38.3 µM]	-24%[46.1 µM]	?	0.0%	23%	-9%
CCO[C@H]1OC(C(=O)NC2CC2)=C[C@@H](c2ccc3c(c2)OCO3)[C@@H]1CCCO	·	5%	-14%	3%[9.22 µM]	-0.5%	17%	-1%

(continued)
SMILES	KinaseGlo FLuc	IMPase Li cell	NPSR antag	HttQ103 aggreg	Epigenetic reg	CBFb RUNX1 block	L3MBTL1 inh
COc1ccc(C(=O)C2CCN(C(=S)NCCc3ccccc3)CC2)cc1	-2%	-3%	-10%	1%	-0.1%	3%	·
O=C(N/N=C/c1cccc([N+](=O)[O-])c1)c1cc(-c2ccc3c(c2)OCO3)n[nH]1	·	·	0%	3%[9.22 µM]	1.0%	?	·
COc1cccc(-n2c(=S)[nH]c3c(oc4ccccc43)c2=O)c1	13%	13µM*	-19%	-15%	-3.9%	12%	·
C=CCNC(=O)/C(=C\c1cccc([N+](=O)[O-])c1)NC(=O)c1ccccc1	3%	-1%	-4%	25%	-0.9%	-2%	10%
